TRPV1 agonist = activates the human vanilloid receptor TRPV1. activation, % at 8.33 µM. TRPV1-expressing cells, Fluo-8 calcium influx, agonist mode. 0.19% of 320,000 active. Q8NER1; in the data active means activation above about 80%; inconclusive means between about 30% and that limit; further: 0% is about no effect
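TRPV1-expressing cells were cultured overnight at 35.5C and loaded with Fluo-8 calcium dye for 40 to 90 min at room temperature. After a 10 s baseline, compound was added and calcium influx was read kinetically for 3 min (ex 480/em 520 nm).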
USP2a inh = inhibitors of human ubiquitin-specific protease USP2a | USP2 core, Ub-CHOP2 coupled fluorogenic reporter, 485/531 | Potency, µM (series often up to 38.3 µM), for the others: at the top dose activity change, negative = inhibition, actives largely listed as inhibitors | 0.01% of 330,000 active;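 further: potency means the concentration at half of the fitted maximal effect; plate controls were DMSO wells for no effect and full inhibition by NEM control for full effect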
Target sequence (O75604 whole entry, looked up): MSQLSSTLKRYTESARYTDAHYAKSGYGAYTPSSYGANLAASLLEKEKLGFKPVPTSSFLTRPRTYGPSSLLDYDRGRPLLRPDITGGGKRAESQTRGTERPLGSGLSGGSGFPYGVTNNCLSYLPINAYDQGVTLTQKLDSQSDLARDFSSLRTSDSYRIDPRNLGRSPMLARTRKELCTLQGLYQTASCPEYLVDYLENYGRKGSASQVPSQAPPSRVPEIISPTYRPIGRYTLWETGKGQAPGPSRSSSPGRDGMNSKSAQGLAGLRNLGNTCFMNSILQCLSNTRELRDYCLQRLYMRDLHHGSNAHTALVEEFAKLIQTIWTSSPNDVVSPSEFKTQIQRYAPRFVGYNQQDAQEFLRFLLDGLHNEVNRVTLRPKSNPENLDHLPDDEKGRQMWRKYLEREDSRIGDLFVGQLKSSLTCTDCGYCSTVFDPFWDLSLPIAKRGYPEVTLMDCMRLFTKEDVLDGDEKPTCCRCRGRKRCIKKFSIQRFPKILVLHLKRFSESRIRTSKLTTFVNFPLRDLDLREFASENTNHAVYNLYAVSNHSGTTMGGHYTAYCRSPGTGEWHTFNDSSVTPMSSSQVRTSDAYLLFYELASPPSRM
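Cell-free coupled assay: 10nM USP2 core preincubated 30min RT with compound in Tris-HCl pH 8.0/CaCl2/CHAPS buffer, then 25nM Ub-CHOP2 and 25nM reporter substrate; fluorescence (Ex 485/Em 531) read after 60min RT, normalized to NEM inhibition, concentration-response curves fitted.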
TSHR antag = human thyrotropin receptor antagonism. P16473. TSHR-expressing cells, TSH-stimulated cAMP HTRF, 2 h; stronger effect = lower value. activity change, negative = inhibition, % at 11.5 µM. 0.2% of 330,000 active. AID 504810;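 active means activity change below a set negative limit, meaning inhibition stronger than a set level, cut at about -70% in these data; inconclusive means activity change between two set negative limits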; further: on the % scale 0 is the no-effect control and ±100 the full control effect
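Cell-based HTRF cAMP assay; TSHR cells + compound, TSH EC80 (4nM final), 2 h, 37 deg C. Lysis with anti-cAMP cryptate and cAMP-d2, 30 min RT, read 665/620 nm.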
hERG WT inh = blocks the wildtype human KCNH2 potassium channel; Q12809; activity change, % at 1.84 µM; U2OS, BacMam KCNH2, thallium flux FluxOr; stronger effect = lower value; 0.37% of 340,000 active;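 active means maximum activity change below -70%; inconclusive means maximum activity change between -70% and -50%; inactive means maximum activity change above -50%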; further: on the % scale 0 is the no-effect control and ±100 the full control effect
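U2OS cells transduced with wild-type KCNH2 virus are loaded with FluxOr dye for 45 min, and thallium flux is measured in kinetic reads before and after stimulation buffer. Rate constants are normalized to DMSO controls.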
KCNH2 3.1 inh = inhibitors of human KCNH2 3.1 potassium channel isoform; U2OS KCNH2 3.1, thallium flux FluxOr; stronger effect = lower value; activity change, % (tested at about 1.8 µM); 0.95% of 340,000 active;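 active means maximum activity change below -70%; inconclusive means maximum activity change from -70% to -50%; inactive means maximum activity change above -50%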;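 further: thallium influx rate constant from kinetic fluorescence after stimulation buffer; on the % scale 0 is the no-effect control and ±100 the full control effect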
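Virally transduced U2OS (3.1 isoform, 4 h infection in dark at RT) → overnight 37 C → FluxOr + Red40 in HBSS/HEPES, 45 min → stimulation buffer, 2 min kinetic read → rate constant vs DMSO controls.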
TCR activator = T cell receptor activation. primary human leukocytes, anti-CD3, IL-2 HTRF, 48 h. 330,000 tested, under 10 active. Potency, µM (titrated, usually from 9.22 µM), for inactives: at the highest dose activation of IL-2 secretion, actives largely listed as activators. AID 504894; further: % of control where 0% means no effect
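IL-2 produced over 48 hr by a-CD3 bead-stimulated primary human leukocytes exposed to compounds was detected with a homogeneous time-resolved FRET immunoassay, 665nm acceptor signal after 320nm excitation.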
Eya2 inh = blocks the phosphatase activity of human Eya2; 0.006% of 330,000 active; AID 488837; Potency, µM (series often up to 76.9 µM), without a hit: at the top dose activity, negative = inhibition, most hits filed as inhibitors; recombinant Eya2, OMFP fluorescence dephosphorylation (OMFP is methylfluorescein phosphate); further: potency means the concentration at half of the fitted maximal effect; on the % scale 0 is the no-effect control and ±100 the full control effect
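Eya2 (0.2 uM) preincubated 10 min at ambient with compound, then OMFP substrate added at 50 uM; 10 min reaction in 50 mM HEPES pH 7.5, 50 mM NaCl, 5 uM MgCl2, 0.05% BSA, 1 mM DTT. Fluorescence read at Ex 485/Em 525 nm.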
ELG1 DNA repair = inhibitors of ELG1-dependent DNA repair in HEK293T cells. HEK293T ELG1-luciferase reporter, luminescence, 16 h; DNA damage induced by 5-fluorouridine. Potency, µM (top dose mostly 46.1 µM), for the others: at the top dose activity change, negative = inhibition, actives largely listed as inhibitors. 2.3% of 330,000 active. AID 504467; further: potency means the concentration at half of the fitted maximal effect; on the % scale 0 is the no-effect control and ±100 the full control effect; nearly all actives have a fitted effect of over 55% in size
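Overnight (16 hr) co-exposure of 2,000 cells/well to 5-fluorouridine and compound at 37 °C preceded detection. Luciferase was quantified via ONE-Glo luminescence; loss of signal denotes inhibition.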
AT treatment = potential ataxia-telangiectasia treatment; […] A-T fibroblasts, KAP-1 phosphorylation AlphaLISA; neocarzinostatin DNA damage 30 min before lysis; Potency, µM (highest dose often 57.5 µM), for the others: top-dose activation, usual class: activators; 0.19% of 320,000 active; AID 485349; further: potency means the concentration at half of the fitted maximal effect; % of control where 0% means no effect; nearly all actives have a fitted effect of over 45% in size
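hTERT-immortalized A-T patient fibroblasts ([…]), 500 cells/well in OPTI-MEM, 1% FBS, got compounds for 60 min, then NCS for 30 min at 37C. Lysates were then assayed for phospho-KAP-1 by AlphaLISA (anti-pKAP1 donor, anti-KAP1 acceptor beads), 6 hr at 25C.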
Mito fusion yeast = mitochondrial division inhibition or fusion activation; S. cerevisiae fusion-defective mutant growth rescue, CellTiterGlo 48 h; Potency, µM (series often up to 46.1 µM), without a hit: at the highest dose growth rescue (activation), most hits filed as activators; 0.23% of 320,000 active; AID 485298;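 further: potency means the concentration at half of the fitted maximal effect; % of control where 0% means no effect; nearly all actives have a fitted effect of over 45% in size; temperature-sensitive fusion mutants such as fzo1-1 at 37 °C on non-fermentable ethanol glycerol medium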
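S. cerevisiae fusion-defective temperature-sensitive mutants (e.g. fzo1-1, mgm1-5) grown 48 h at 37C in YPEG (ethanol/glycerol non-fermentable) medium with 23 nl compound per well; growth rescue read as CellTiterGlo luminescence.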
An asterisk follows results filed as active; u = inconclusive; x = not tested or not shown; [ ] = dose if it differs, or a comment. Unless noted, the call rests on the fitted dose curve; in most records, active means well fitted curve in the direction sought with a large enough effect; inconclusive means small, poorly fitted or top-dose-only effect, or another doubt; inactive means no such curve, though single readings can be large; an effect the other way counts as inactive or inconclusive. Only part of the results is shown (hit frequency here may not be typical).

cpd	SMILES	TRPV1 agonist	USP2a inh	TSHR antag	hERG WT inh	KCNH2 3.1 inh	TCR activator	Eya2 inh	ELG1 DNA repair	AT treatment	Mito fusion yeast
1	CN(C)c1ccc(CNC(=O)CN2C(=O)COc3ccc(S(=O)(=O)N4CCCC4)cc32)cc1	-3.1	4.1%	-5.2	-6.1	1.4	-19.3%	1.7%	2.4%	-3.7%	3.6%
2	CCOC(=O)NC(C(Cl)(Cl)Cl)S(=O)(=O)c1ccccc1 (centres undefined)	-0.1	-1.1%	4.9	1.0	-25.2	4.4%	9.0%	u	u	-3.9%
3	O=C(NCC1OCCCN1S(=O)(=O)c1ccc(F)cc1)C(=O)NC1CCCC1 (centres undefined)	5.7	0.9%	17.9	11.6	x	-5.9%	-9.7%	-1.7%	0.6%	-1.1%
4	Cc1cccc2c(CC(=O)Nc3ccccc3)noc12	0.1	4.1%	3.3	3.4	9.3	1.6%[46.1 µM]	-3.7%	16.5%	14.3%	-0.7%
5	CC(NC(=O)CCc1nnc(C2(c3ccc(Cl)cc3)CCC2)o1)C1CC1 (centres undefined)	4.2	-0.9%	0.1	4.6	x	-4.7%	2.5%	u	8.9%[11.5 µM]	-6.9%
6	CCC/C(C#Cc1ccc(N(C)C)cc1)=C1/c2ccccc2C(=O)N1c1ccccc1	x	10.0%	-16.9	1.4	-24.2	-2.5%	21.8%	u	31.9%	x
7	COCCCn1c(=O)c2sccc2n(Cc2cccc(C)c2)c1=O	5.6	0.5%	-130.8*	0.3	-18.4	1.0%	2.6%	u	1.58µM*	11.9%
8	CCC(=O)Oc1ccc(C2NC(=O)c3ccccc3O2)cc1OC (centres undefined)	4.7	-1.2%	-29.8	1.0	0.3	1.7%	-9.7%	4.5%	-5.9%	1.5%
9	C/C(=N\NC(=O)C(=O)Nc1ccc(C)cc1)c1ccncc1	-2.3	0.4%	6.7	9.9	2.9	-11.5%[46.1 µM]	-11.7%	3.9%	9.2%	1.3%
10	Cc1cccc(NC(=O)c2ccc([N+](=O)[O-])s2)c1C	u	2.2%	0.3	9.6	4.9	1.2%[46.1 µM]	-2.8%	u	11.2%	3.9%
11	Cn1c(CCNC(=O)c2ccc(Cl)cc2)n[nH]c1=S	-1.1	0.5%	-25.3	1.6	-5.4	7.0%	11.6%	u	-4.4%	0.4%
12	Cc1cc(C)nc(SC2CCCCC2NS(=O)(=O)c2ccccc2)n1 (centres undefined)	2.9	0.1%	7.3	-1.8	4.7	-1.5%[46.1 µM]	-1.0%	0.8%	2.3%	10.5%
13	S=c1[nH]c2ccc(Cl)cc2s1	-1.4	-2.4%	-14.4	7.3	4.2	5.5%	u	16.5%	5.0%	u
14	COc1ccccc1OCC(=O)n1cc(C(=O)c2cc(Cl)cc(Cl)c2O)cn1	-0.8	-0.9%	-0.8	0.6	-11.4	1.8%[46.1 µM]	10.5%	u	11.5%	15.4%
15	O=C(c1ccccc1)c1sc(N2CCCCCC2)nc1-c1ccccc1	25.1	3.1%	7.6	2.8	-27.6	10.9%	15.7%	u	-1.3%	8.2%
16	CCOc1cc(/C=C2\SC(=Nc3ccc(CC)cc3)NC2=O)ccc1OCC(=O)O	3.3	-7.0%	-3.9	2.6	0.3	0.5%	-0.3%	-7.2%	6.7%	-8.5%
17	CCOc1cc(/C=N/NC(=O)C2CC2)ccc1OC(C)C	-1.2	-0.1%	13.3	-10.4	4.9	-17.5%	-2.4%	-5.7%	-1.6%	-1.1%
18	Cc1cc(-c2ccc(C)c(S(=O)(=O)Nc3ccc(S(N)(=O)=O)cc3)c2)on1	-1.3	-1.9%	-10.9	-0.9	6.1	0.5%	-1.2%	13.6%	3.0%	-11.2%
19	CCOc1cc(/C=N\NC(=O)c2ccc(C)nc2)ccc1OC(=O)c1ccc(F)cc1	10.4	-0.1%	18.9	-1.4	1.5	7.3%	2.6%	4.2%	2.5%	-23.6%
20	CC(=O)SC1CC(=O)N(c2ccc(C(C)(C)C)cc2)C1=O (centres undefined)	14.0	1.1%	-1.8	-5.4	-4.6	-0.7%	-3.9%	-0.1%	-13.6%	-2.4%
21	CC(=O)Nc1ccc(CC#N)cc1	1.6	1.5%	-1.9	-1.2	10.4	-0.3%	-4.9%	3.3%	3.3%	2.6%
22	O=C(NNC(=O)C1CCCCC1)c1ccncc1	-3.8	0.3%	-9.4	-14.9	6.8	-5.3%	19.1%	5.1%	3.9%	-3.1%
23	O=C(COc1cccnc1[N+](=O)[O-])NC1CCS(=O)(=O)C1 (centres undefined)	3.4	-1.2%	0.6	-3.1	2.5	-4.5%[46.1 µM]	1.6%	2.0%	5.9%	0.0%
24	COCCN(CCOC)CC(O)COC(c1ccccc1)c1ccccc1 (centres undefined)	-0.8	0.9%	-2.7	3.2	-17.0	-1.2%	3.8%	-3.6%	-6.4%	1.8%
25	O=C(Cn1cccc1C(=O)c1ccccc1)NCc1ccc(Cl)cc1	7.7	-0.9%	10.9	-10.4	-7.0	-4.2%	17.1%	8.3%	5.6%	2.0%
26	CC(NC(=O)CSc1nnc(-c2cccc(S(=O)(=O)N3CCCCC3)c2)o1)C12CC3CC(CC(C3)C1)C2 (centres undefined)	-1.6	-2.4%	-4.8	-5.4	-1.5	0.3%	4.2%	u	x	1.6%
27	C#CCn1cc(Cl)cc(C(=O)Nc2ccccc2)c1=O	14.7	3.7%	-3.9	-2.9	8.5	3.2%	5.8%	u	-2.9%	4.4%
28	CCCCOC(=O)CCn1c(=S)oc2ccccc21	19.3	-0.7%	-25.6	5.8	0.4	2.4%	-0.2%	u	-14.3%	2.9%
29	COC(=O)C1=C(C)NC(=O)NC1c1cccc(OC)c1OCc1ccccc1 (centres undefined)	-1.0	0.9%	-0.6	-2.7	2.3	-3.7%	14.5%	-6.2%	7.4%	-1.4%
30	c1ccc(SCc2cc(-c3ccccc3)no2)cc1	28.0	1.5%	-4.6	-10.7	-22.5	-7.2%	-2.5%	u	7.0%	-0.9%

New compounds follow:
Value order – TRPV1 agonist, USP2a inh, TSHR antag, hERG WT inh, KCNH2 3.1 inh, TCR activator, Eya2 inh, ELG1 DNA repair, AT treatment, Mito fusion yeast
31: O=C(COC(=O)CNC(=O)c1ccccc1F)NC1CC1
 : x, 3.8%, -18.4, -8.3, 1.6, -1.6%, 4.8%, 8.0%, -0.8%, x
32: C[C@H](N)c1nnc(SCc2ccc(Cl)cc2Cl)o1
 : 5.8, -0.8%, 8.8, 3.6, -1.8, -2.4%, 13.8%, u, 2.0%, -3.2%
33: N#CC1=C(N)Oc2n[nH]c(-c3ccccc3)c2C1c1ccsc1 (centres undefined)
 : -3.6, -0.6%, 2.6, 3.6, -7.2, 0.3%[46.1 µM], -23.3%, u, 2.8%, 2.7%
34: CC(NC(=O)C(=O)N1CCCCC1)C(c1cccs1)N1CCN(c2ccccc2)CC1 (centres undefined)
 : 2.7, 0.7%, 2.7, 2.6, 3.8, -7.6%, 2.0%, 10.4%, -3.0%, u
35: Cn1cccc1C(=O)OCC(=O)NCCc1ccccc1
 : x, 2.8%, -4.4, -18.7, 5.8, 0.0%, 5.1%, 0.0%, 6.9%, x

Screening results (PubChem)
